# Screening data: PubChem BioAssay, several laboratories
# HUVEC inhibit: inhibitors of HUVEC proliferation, primary screen, cell-based, 384-well | CellTiter-Glo luminescence, 72 h; hits give low values | viability, % at 10 µM (by protocol) | 86,000 compounds, 1.1% hits;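 active = viability at or below 30%; inactive = viability above 30%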;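 note: 100% = median luminescence of DMSO-only cell control wells on each plate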
# sEH inhibitor: soluble epoxide hydrolase inhibitors, primary screen, biochemical, human sEH; Bifunctional epoxide hydrolase 2 (Homo sapiens), P34913; recombinant human sEH enzymatic activity assay; inhibition, % at 2 µM; 91,000 compounds, 0.34% hits; AID 707, 2007; in the data active = inhibition above about 80%; note: values of inactives mirror those of a sister screen read the other way; many of its hits are not listed in these tables
# sEH activator: soluble epoxide hydrolase activators, primary screen, biochemical, human sEH; Bifunctional epoxide hydrolase 2 (Homo sapiens), P34913; purified human sEH enzymatic activity, activator screen; activation, % at 2 µM; 91,000 compounds, 0.04% hits; AID 717, 2007; in the data active = activation above about 37%; note: values of inactives mirror those of a sister screen read the other way
# S1P2 ag: S1P2 receptor agonists, primary screen, cell-based | Sphingosine 1-phosphate receptor 2 (Homo sapiens), O95136 | S1P2-expressing cell line, agonist reporter read-out | activation, % at 4.5 µM | 97,000 compounds, 0.46% hits | AID 729, 2007; in the data active = activation above about 16%;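 note: 0% = vehicle low control and 100% = maximal reference agonist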
# H69AR inhibit: proliferation blockers of H69AR lung cancer cells, primary screen, cell-based, human, 86K library. H69AR lung tumor viability, ATP luminescence, 72 h; hits give low values. viability, % at 10 µM. 85,000 compounds, 6% hits;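 active = viability at or below 40%; inactive = viability above 40%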;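 note: multidrug resistant small cell line overexpressing MRP-1 efflux transporter; 100% = mean luminescence of untreated control wells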
# LYP act: LYP phosphatase activators, primary screen, biochemical, DiFMUP fluorescence, 2 µM | activation, % at 2 µM | Tyrosine-protein phosphatase non-receptor type 22 (Homo sapiens), Q9Y2R2 | 96,000 compounds, 0.11% hits | AID 697, 2007 | recombinant LYP; 0 = plate median, 100 = signal doubled;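 active = activation at 2 µM above a set limit, the mean plus 5 SD, cut at about 37% in these data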
# Target sequence (Q9Y2R2 whole entry, looked up): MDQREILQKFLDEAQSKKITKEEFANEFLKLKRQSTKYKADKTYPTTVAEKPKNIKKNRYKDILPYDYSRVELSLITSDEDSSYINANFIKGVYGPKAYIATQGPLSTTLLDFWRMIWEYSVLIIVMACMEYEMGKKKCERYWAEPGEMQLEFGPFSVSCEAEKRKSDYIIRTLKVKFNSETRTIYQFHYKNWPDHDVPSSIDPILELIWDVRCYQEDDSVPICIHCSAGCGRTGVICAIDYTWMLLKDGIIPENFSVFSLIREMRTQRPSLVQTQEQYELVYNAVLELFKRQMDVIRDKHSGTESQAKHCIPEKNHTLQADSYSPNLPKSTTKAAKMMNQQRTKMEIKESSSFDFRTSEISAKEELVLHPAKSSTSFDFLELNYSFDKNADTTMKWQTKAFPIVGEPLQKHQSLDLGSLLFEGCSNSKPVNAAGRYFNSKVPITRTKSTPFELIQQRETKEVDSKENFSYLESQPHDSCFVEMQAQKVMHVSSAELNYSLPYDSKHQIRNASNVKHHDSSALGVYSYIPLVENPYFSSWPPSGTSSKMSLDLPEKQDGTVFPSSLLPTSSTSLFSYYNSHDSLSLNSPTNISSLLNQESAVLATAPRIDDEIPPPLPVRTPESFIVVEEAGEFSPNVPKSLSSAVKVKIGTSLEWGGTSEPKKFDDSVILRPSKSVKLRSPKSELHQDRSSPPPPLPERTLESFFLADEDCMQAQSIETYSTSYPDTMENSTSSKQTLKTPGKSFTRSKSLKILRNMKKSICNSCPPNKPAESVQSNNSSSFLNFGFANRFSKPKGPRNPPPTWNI
# S1P2 blocker: human S1P2 receptor antagonists, primary screen, cell-based. cell-based S1P2 antagonist assay, inhibition at 5 uM. inhibition, % at 5 µM. 97,000 compounds, 0.21% hits; in the data active = inhibition above about 45%;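 note: CRE beta-lactamase reporter cells expressing human S1P2 stimulated with S1P; 0% = agonist at EC80 alone and 100% = agonist plus reference antagonist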
# PostGolgi ctrl: growth inhibition of yeast control strain, primary screen, counter-screen for post-Golgi transport modulator project; efflux-deficient yeast background strain, growth absorbance A615, 16 h; inhibition, % at 10 µM; 98,000 compounds, 5% hits; AID 738, 2007; in the data active = inhibition above about 30%
# Lung fibro prol: antiproliferative effect on LL 47 fibroblasts – human, LL 47 cells, CellTiter-Glo luminescence, primary screen; viability, % at 10 µM; LL 47 human lung fibroblast viability, ATP luminescence; hits give low values; 85,000 compounds, 1.1% hits;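 active = viability at or below 50% in the single dose screen; inactive = viability above 50%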;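 note: compound exposure lasted 72 h before the ATP readout; 100% = median luminescence of untreated cell-only wells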
#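 Test system: LL 47 human lung fibroblasts / Quantity: 1,150 cells in each well / Medium: IMEM growth medium with 15% fetal bovine serum / Incubation: 72 h compound exposure at 37 °C after overnight plating / Detection: CellTiter-Glo luminescence measuring cellular ATP / Read-out: % viability versus median cells-only luminescence / Benchmarks: cell-only wells, no compound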
# An asterisk follows results filed as active; . = not tested or not shown.
compound	HUVEC inhibit	sEH inhibitor	sEH activator	S1P2 ag	H69AR inhibit	LYP act	S1P2 blocker	PostGolgi ctrl	Lung fibro prol
Cc1cccc(N(C(=O)Cn2nnc3ccccc32)C(C(=O)NC(C)(C)C)c2ccsc2)c1 (configuration not stated)	.	-1	2	-5	.	3	9	7	.
O=c1oc2c(CN3CCOCC3)c(O)c(Cl)cc2c2c1CCCC2	96	.	.	.	77	.	.	4	97
NC(=O)c1cc(-c2ccccc2)nc(N2CCOCC2)n1	57	-1	1	0	64	-3	-14	5	71
CCOC(=O)C1=C(C)Nc2nc(SCC)[nH]c(=O)c2C1c1ccncc1 (configuration not stated)	.	4	-4	-3	.	3	18	8	.
CCC(C)NC(=O)C1CCC(=O)N1Cc1ccc(C)cc1 (configuration not stated)	93	-10	10	-5	95	10	11	-4	105
Cc1ccc(Sc2cc(C(F)(F)F)nc(N(C)C)n2)cc1	.	-3	2	2	.	2	1	2	.
Cc1ccc(Oc2ccc(-c3nc(N)nc(N)n3)cc2)cc1	90	28	-28	-1	103	7	-18	16	105
O=C(CN1C(=O)CSC1=O)NC1CCCCC1	114	-1	2	-1	99	12	-22	9	105
CC(OC(=O)C1CCN(S(=O)(=O)c2ccc(Cl)cc2)CC1)C(=O)N1CCc2ccccc21 (configuration not stated)	103	-7	7	-7	89	-8	11	23	108
COC(=O)c1ccc(C(=O)OC)c(NC(=O)CSc2nc(-c3ccco3)cc(C(F)(F)F)n2)c1	72	7	-4	-5	67	-3	12	.	77
Cc1ccc2nc(NCCCO)nc(-c3ccccc3)c2c1	64	3	-1	-1	8.9*	-6	-12	25	73
CCOC(=O)c1c(C)c(C(=O)NCc2cccnc2)c(C)n1CC	93	.	.	.	94	.	.	7	110
COCCCn1c(C)nc2c(c1=O)c1nc3ccccc3nc1n2CCc1ccccc1	.	-9	11	-4	.	0	0	12	.
CC(=O)Nc1cccc(-c2csc(Nc3cccc(C)n3)n2)c1	.	-1	3	-4	.	4	11	6	.
c1ccc(Oc2cccc(OCCn3cncn3)c2)cc1	93	5	-4	-6	93	7	-16	-3	90
Cc1cccc(-c2nc(CSCC(=O)NCCCN3CCOCC3)c(C)o2)c1	111	-1	3	-6	112	-12	-9	2	.
CCOCCCNC(=O)COc1ccc(OC)cc1	101	3	-6	-1	79	-3	-26	-6	107
CCOC(=O)c1ccccc1NC(=O)CSc1nnc(Cc2cccn2C)n1-c1ccc(F)cc1	87	.	.	-5	69	7	-13	10	85
CC1Cc2nc(SCC(=O)Nc3ccc(F)cc3)n(C)c(=O)c2S1 (configuration not stated)	92	0	2	-5	80	-5	3	-1	91
CCOC(=O)c1c2c(c(=S)n(-c3ccccc3)c1N)CCC2	104	0	0	10	99	0	-11	17	93
CCCCn1c(N)c(N(CC)C(=O)c2ccc3c(c2)S(=O)(=O)c2ccccc2C3=O)c(=O)[nH]c1=O	100	2	-3	-4	85	-4	-19	4	97
O=C(O)C(Cc1cc2ccccc2[nH]1)N1C(=O)C2CC=C(Cl)CC2C1=O (configuration not stated)	.	4	-4	-7	.	-6	15	.	.
O=C(Nc1ccc2nc(-c3cccs3)[nH]c2c1)c1cccs1	61	-2	1	4	39*	2	-28	-12	92
CC1=[N+]([O-])C(C)(C)CC(C)(C)c2ccccc21	87	6	-7	-8	95	-7	14	30*	87
Cc1ccc(NC(=O)COc2ccc(Br)cc2CO)cc1	94	-4	4	-1	104	-3	-14	13	99

# Sorted by heavy-atom count (low to high): part of the list above
compound	HUVEC inhibit	sEH inhibitor	sEH activator	S1P2 ag	H69AR inhibit	LYP act	S1P2 blocker	PostGolgi ctrl	Lung fibro prol
CC1=[N+]([O-])C(C)(C)CC(C)(C)c2ccccc21	87	6	-7	-8	95	-7	14	30*	87
CCOCCCNC(=O)COc1ccc(OC)cc1	101	3	-6	-1	79	-3	-26	-6	107
c1ccc(Oc2cccc(OCCn3cncn3)c2)cc1	93	5	-4	-6	93	7	-16	-3	90
Cc1ccc(Oc2ccc(-c3nc(N)nc(N)n3)cc2)cc1	90	28	-28	-1	103	7	-18	16	105
CC(=O)Nc1cccc(-c2csc(Nc3cccc(C)n3)n2)c1	.	-1	3	-4	.	4	11	6	.
CC1Cc2nc(SCC(=O)Nc3ccc(F)cc3)n(C)c(=O)c2S1 (configuration not stated)	92	0	2	-5	80	-5	3	-1	91
CCOC(=O)C1=C(C)Nc2nc(SCC)[nH]c(=O)c2C1c1ccncc1 (configuration not stated)	.	4	-4	-3	.	3	18	8	.
Cc1cccc(-c2nc(CSCC(=O)NCCCN3CCOCC3)c(C)o2)c1	111	-1	3	-6	112	-12	-9	2	.
COCCCn1c(C)nc2c(c1=O)c1nc3ccccc3nc1n2CCc1ccccc1	.	-9	11	-4	.	0	0	12	.
Cc1cccc(N(C(=O)Cn2nnc3ccccc32)C(C(=O)NC(C)(C)C)c2ccsc2)c1 (configuration not stated)	.	-1	2	-5	.	3	9	7	.
COC(=O)c1ccc(C(=O)OC)c(NC(=O)CSc2nc(-c3ccco3)cc(C(F)(F)F)n2)c1	72	7	-4	-5	67	-3	12	.	77
CCOC(=O)c1ccccc1NC(=O)CSc1nnc(Cc2cccn2C)n1-c1ccc(F)cc1	87	.	.	-5	69	7	-13	10	85

# (listing goes on)
compound	HUVEC inhibit	sEH inhibitor	sEH activator	S1P2 ag	H69AR inhibit	LYP act	S1P2 blocker	PostGolgi ctrl	Lung fibro prol
CC(C)OC(=O)CSc1nnc(CNc2ccc(Cl)cc2)n1Cc1ccccc1	88	6	-7	-6	98	0	34	.	101
Cc1cc(NC(=O)COC(=O)C2CCN(C(=O)c3ccc(Cl)cc3)CC2)no1	101	4	-5	-5	90	-8	12	-3	98
Cc1cc(NC(=O)c2ccc(S(=O)(=O)Nc3ccccc3)cc2)no1	90	.	.	-3	82	-1	14	9	106
O=C(O)CCCNS(=O)(=O)c1ccc(NCc2ccccc2)c(C(=O)O)c1	99	0	3	0	87	-14	-3	-9	91
COc1ccc(C(=O)NCCc2nnc(SCC(=O)Nc3ccccc3C(C)C)n2C)cc1	88	-12	10	3	85	12	0	-1	99
CCn1c(SCC(=O)NC(=O)NCc2ccco2)nnc1-c1cccs1	99	.	.	-3	82	4	-1	4	109
COc1ccc(CC(=O)NC(C)(C)C)cc1S(=O)(=O)N1CCOCC1	.	5	-4	-2	.	-4	-15	7	.
O=C(CC1Oc2ccccc2NC1=O)NCCCN1CCOCC1 (configuration not stated)	100	-15	14	-12	102	1	15	9	100
N#C/C(=C\c1c(N2CCC(C(N)=O)CC2)nc2ccccn2c1=O)S(=O)(=O)c1ccccc1	95	1	-1	-3	91	-10	-12	14	108
Fc1ccc(C2NC(=S)NC3=C2N2CCC3CC2)cc1 (configuration not stated)	92	2	-4	-5	98	1	-12	5	101
CCSc1ncc(/C=N/Nc2ccc(Cl)cc2)n1C	.	3	-5	-5	.	-9	1	23	.
COc1cc2c(cc1NC(=O)C(C)OC(=O)C1CC(=O)N(Cc3ccco3)C1)oc1ccccc12 (configuration not stated)	77	-5	7	-11	44	2	8	23	88
CC1CCc2c(sc3ncn4c(SCC(=O)NCc5ccco5)nnc4c23)C1 (configuration not stated)	88	1	-1	-2	10*	-1	11	-1	102
CCN(C(=O)CSc1nc2cc(C(=O)OC)ccc2c(=O)n1Cc1ccco1)c1cccc(C)c1	92	2	-2	-10	85	4	-12	8	98
O=C(NCC(c1cccnc1)N1CCN(c2ccccc2)CC1)c1ccco1 (configuration not stated)	100	-3	7	-1	88	-10	-5	.	94
COC(=O)c1cccc(COC(=O)c2ccc(CS(=O)(=O)c3ccc(C)cc3)cc2)c1	76	8	-9	-4	66	-18	8	5	95
Cc1oc2cc(O)ccc2c(=O)c1Oc1ccccc1	.	37	-37	-3	.	4	19	1	.
CC(C)(C)C(=O)CN1CCN(C2c3ccccc3-c3ccccc32)CC1	89	-2	4	-1	75	-1	-7	5	96
COc1ccc(Cn2c(C)nc3oc4cc(OC)ccc4c(=O)c3c2=O)cc1	90	-7	7	-10	.	-11	-14	15	92
COc1ccc(N2C(=O)CC(N3CCOCC3)C2=O)cc1 (configuration not stated)	100	.	.	.	104	.	.	8	105
O=C(CSCCO)Nc1ccc(C23CC4CC(CC(C4)C2)C3)cc1	90	18	-16	-5	84	3	-8	.	96
Cc1ccc(S(=O)(=O)NCCSc2nnnn2-c2ccccc2)cc1	84	8	-2	-4	56	-2	15	.	98
CCc1nnc(SCC(=O)Nc2ccc3c(c2)OCO3)o1	91	0	2	-2	63	4	-31	9	97
CCn1cc(C(=O)N/N=C(/C)c2ccc(F)cc2)c(=O)c2cc(F)c(N3CCCC3)cc21	.	-5	12	-6	.	-6	16	12	.
O=C(CN1CCN(CCO)CC1)Nc1ccccc1	92	1	0	-6	91	-7	-20	.	92

# Other structures.
compound	HUVEC inhibit	sEH inhibitor	sEH activator	S1P2 ag	H69AR inhibit	LYP act	S1P2 blocker	PostGolgi ctrl	Lung fibro prol
c1csc(-c2nc(-c3ccncc3)no2)c1	95	.	.	.	101	.	.	-1	102
Cc1ccc(-c2nnc(-c3ccc(Br)cc3)o2)o1	103	6	-5	0	101	-13	-5	1	101
CCCCOC(=O)CCn1[nH]c(=O)c2ccccc2c1=O	100	.	.	-4	99	2	25	8	96
Cc1noc(C)c1S(=O)(=O)NCCc1ccc(S(N)(=O)=O)cc1	.	.	.	-7	.	-3	19	3	.
CCSc1nnc2c(n1)OC1(CCCC1)Nc1ccccc1-2	97	3	-1	-8	53	-3	-22	7	99
CCOC(=O)c1cnc(-n2nc(C)cc2C)nc1N(C)C	118	3	-3	-5	90	6	-9	-7	108
CCn1cc([N+](=O)[O-])c(C(=O)N2N=C(c3ccc4ccccc4c3)CC2c2ccccc2O)n1 (configuration not stated)	15*	4	-4	-5	86	4	-1	.	80
O=C1CC(Sc2ncccn2)C(=O)N1c1ccccc1C(F)(F)F (configuration not stated)	97	-7	5	-2	83	-2	-15	2	89
COc1ccccc1N1CCN(C(c2cc3ccc(C)cc3[nH]c2=O)c2nnnn2C2CCCC2)CC1 (configuration not stated)	89	-12	12	-6	95	-5	7	1	96
CCN(C(=O)c1cnc(N2CCN(c3ncccn3)CC2)c2ccccc12)c1cccc(Cl)c1	51	-6	8	-7	20*	-4	-27	13	76
CC(C)NC(=O)c1ccc(COCC(F)(F)F)cc1	94	2	-4	-1	104	-4	2	18	101

# Only part of the results is shown (hit frequency here may not be typical).
